Screening results (PubChem BioAssay)
D2 antagonist: antagonists of human D2 dopamine receptor. P14416. HEK293 TREx D2 cells, calcium flux, dopamine EC80. inhibition, % at 10 µM. actives 2% (n = 340,000); in the data active = inhibition above about 30%; also: 0% is about no effect
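Calcium flux kinetic readout in an inducible HEK293 TREx D2 line plated overnight at 30 C. After 180 s compound exposure, an EC80 dopamine challenge follows with another 180 s kinetic read to detect antagonism.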
D1 potentiator: human D1 dopamine receptor positive modulation; P21728; HEK293 TREx D1 cells, calcium flux, dopamine EC20 potentiation; potentiation, % at 10 µM; actives 0.036% (n = 360,000); AID 504651; in the data active = potentiation above about 30%; also: 0% is about no effect
RXFP1 ag: agonists of human relaxin receptor RXFP1. HEK293T-RXFP1 cAMP TR-FRET, 30 min; response scale: percent of porcine relaxin response, buffer zero. AID 2676. actives 0.3% (n = 370,000). Potency, µM (titrated, usually from 57.5 µM), without a hit: at the highest dose activation, usual class: activators. Q9HBX9; active = well fitted activation curve with a large enough effect; also: potency is read from the fitted curve at half-maximal effect; % is scaled to controls: 0 for no effect and ±100 for the full control effect; nearly all actives have a fitted effect of over 60% in size; many of its hits are not listed in these tables
Target sequence (Q9HBX9 whole entry, looked up): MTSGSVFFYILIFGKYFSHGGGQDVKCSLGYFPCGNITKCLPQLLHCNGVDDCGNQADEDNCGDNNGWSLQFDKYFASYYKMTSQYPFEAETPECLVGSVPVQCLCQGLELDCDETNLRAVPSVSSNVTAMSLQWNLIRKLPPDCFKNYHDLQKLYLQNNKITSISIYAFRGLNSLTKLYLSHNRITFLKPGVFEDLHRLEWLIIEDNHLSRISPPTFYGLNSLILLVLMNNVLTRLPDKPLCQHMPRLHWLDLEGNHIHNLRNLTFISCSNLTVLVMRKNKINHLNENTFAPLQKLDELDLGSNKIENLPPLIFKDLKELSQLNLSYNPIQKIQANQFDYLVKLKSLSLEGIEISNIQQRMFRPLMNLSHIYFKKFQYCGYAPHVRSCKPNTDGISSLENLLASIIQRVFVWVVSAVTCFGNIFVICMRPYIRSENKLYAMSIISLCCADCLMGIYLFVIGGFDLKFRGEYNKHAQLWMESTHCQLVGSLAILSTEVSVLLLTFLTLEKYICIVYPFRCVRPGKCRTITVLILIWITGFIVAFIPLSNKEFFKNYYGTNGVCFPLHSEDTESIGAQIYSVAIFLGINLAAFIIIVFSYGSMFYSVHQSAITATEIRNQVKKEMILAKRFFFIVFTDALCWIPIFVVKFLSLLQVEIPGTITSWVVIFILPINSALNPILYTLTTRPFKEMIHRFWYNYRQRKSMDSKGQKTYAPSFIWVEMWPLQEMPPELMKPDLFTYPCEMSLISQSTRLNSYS
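cAMP rise read by TR-FRET after 30 min, 37C compound exposure (up to 58 uM) in RXFP1-transfected HEK293 cells with Ro 20174 present. EC50 from Hill-equation fits, with 29 nM porcine relaxin as 100% and buffer as basal.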
TRHR enhancer: allosteric enhancers of human TRH receptor; P34981; enhancement, % at 2 µM; TRHR cells, fluo-8 calcium fluorescence, EC20 TRH enhancement; AID 493056; actives 0.66% (n = 360,000); in the data active = enhancement above about 30%; also: 0% is about no effect
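Enhancer read-out: after compound pinning and an initial kinetic agonist-mode read, an EC20 of TRH (10 nM final) was injected and fluo-8 calcium signal (Ex 480/Em 530) followed at 1 s/cycle for 100 cycles in TRHR-expressing cells.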
D2 agonist: agonists of human D2 dopamine receptor. activation, % at 2 µM. HEK293 T-REx D2 cells, calcium flux agonist mode. P14416. actives 0.53% (n = 340,000);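 active = activation over 3 SD above normal in the single-dose calcium agonist read, cut at about 30% in these data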; also: 0% is about no effect
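Calcium-flux readout, 1 cycle/sec over 180 s following compound pin transfer, in inducible HEK293 Trex D2 cells (force-coupled); dopamine controls included. Positive calcium responses during this window marked compounds as potential agonists.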
RXFP1 antag: antagonists of human relaxin receptor RXFP1. HEK293-RXFP1, relaxin-stimulated cAMP HTRF, 30 min; hits give low values. activity change, negative = inhibition, % at 57.5 µM. actives 0.59% (n = 350,000);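 active = activity change of -60% or lower, but not beyond a set lower limit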; also: % is scaled to controls: 0 for no effect and ±100 for the full control effect
D1 agonist: activates the human D1 dopamine receptor | HEK293 T-REx D1 cells, calcium flux, agonist mode | P21728 | activation, % at 2 µM | actives 1% (n = 360,000); in the data active = activation above about 30%; also: 0% is about no effect
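Agonism was scored from calcium flux recorded over 180 s (1 read/s) after pintool compound addition, following a 10-cycle baseline. Cells were inducible force-coupled HEK293 TREx D1, plated overnight at 30 C and loaded with no-wash calcium dye.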
D1 antag: human D1 dopamine receptor antagonism | P21728 | HEK293 TREx D1 cells, calcium flux, dopamine EC80; hits give low values | activity change, negative = inhibition, % at 10 µM | actives 3.2% (n = 360,000) | AID 504652; in the data active = activity change below about -30%; also: % is scaled to controls: 0 for no effect and ±100 for the full control effect
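After overnight tetracycline induction at 30 C, force-coupled D1 HEK293 cells took up a no-wash calcium dye at room temperature. Compounds were added and monitored 180 s, and the response to EC80 dopamine was then recorded.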
D2 PAM: D2 dopamine receptor (human) potentiation; actives 0.34% (n = 340,000); HEK293 T-REx D2, calcium flux, EC20 dopamine potentiation; P14416; potentiation, % at 10 µM;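 active = potentiation over 3 SD above the plate norm, cut at about 30% in these data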; also: 0% is about no effect
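Primary screen. Calcium kinetics in induced HEK293 T-REx D2 cells: compound pre-addition 180 s, EC20 dopamine, 180 s more.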
The depositor's hits bear a star; nt = no result given. This is a subset (hit frequency here may not be typical).

(1) CCOC(=O)c1c(CN2CCCCC2)n(C)c2ccc(OC)c(S(=O)(=O)c3ccccc3)c12
(2) O=c1[nH][nH]cc1C=NCc1cccnc1
(3) CCCCOC(=O)Nc1ccc(S(=O)(=O)Nn2cnnc2)cc1
(4) COc1ccccc1N=c1oc2c(OC)cccc2cc1C(=O)NCc1ccco1
(5) CC(/C=C\c1ccccc1)=C/C(=O)O
(6) O=C(COc1cc(Cl)ccc1Cl)Nc1ccc2c(c1)CCC2
(7) Cc1ccc(S(=O)(=O)Nn2cnnc2)cc1
(8) CCn1c(SCC(=O)N/N=C/c2c[nH]c3ccccc23)nnc1-c1ccc(C)cc1

Compound	1	2	3	4	5	6	7	8
D2 antagonist	19.1	14.8	-6.7	-14.9	-5.7	-14.0	1.7	1.8
D1 potentiator	-8.3	-3.8	2.0	-2.5	-2.0	1.6	1.5	-2.6
RXFP1 ag	3.3%	-0.4%	0.2%	1.8%	-0.9%	0.7%	15.4%	0.0%
TRHR enhancer	3.6	-3.7	6.2	-5.7	-3.3	-1.0	10.8	-10.5
D2 agonist	-0.3	-0.7	0.0	-1.2	-0.2	-0.3	-0.1	0.0
RXFP1 antag	-5.4	3.9	-15.7	-11.4	-6.6	-0.8	4.0	-4.7
D1 agonist	2.1	3.0	3.4	1.5	1.9	5.0	2.7	1.2
D1 antag	-4.0	-8.0	-20.7	-6.1	-1.5	5.1	-8.1	0.8
D2 PAM	-20.9	-0.3	-1.2	1.8	-3.4	-9.1	1.5	nt

(9) Cn1c(=O)c2c(nc(Oc3cccc(Br)c3)n2C)n(C)c1=O
(10) COc1ccccc1CN(C)C(C)C(=O)Nc1cccc(C(C)=O)c1 (stereo not given)
(11) CCCCOc1nc2ccccc2nc1NS(=O)(=O)c1ccc(F)cc1
(12) CC(=O)OC1CCC(OC(C)=O)c2c1n([O-])c(C)c(C)[n+]2=O (stereo not given)
(13) O=C(NC1CCCCC1)C1CC(=O)N(c2ccccc2)C1 (stereo not given)
(14) COc1ccc(NC(=O)Nc2ccc([N+](=O)[O-])cc2)cn1
(15) O=C(N/N=C/c1ccncc1)c1cc2ccccc2cc1O
(16) COC(=O)CCCC1=CC2=CC(=O)C(C)(OC(=O)c3cccs3)C(=O)C2=CN1c1ccc(OC)cc1 (stereo not given)

Compound	9	10	11	12	13	14	15	16
D2 antagonist	2.3	5.0	-2.8	-42.4	8.5	-18.7	10.5	-3.5
D1 potentiator	1.7	-2.8	-2.7	-4.1	-5.3	-4.2	-1.6	4.5
RXFP1 ag	3.8%	4.0%	4.9%	1.5%	-0.8%	-4.2%	0.6%	-0.4%
TRHR enhancer	-4.1	-1.6	-8.7	-1.4	-2.1	3.2	-0.1	-3.7
D2 agonist	0.3	-2.8	-1.0	0.3	0.1	9.5	-0.6	-0.3
RXFP1 antag	-4.7	-22.1	3.1	-5.6	-9.1	-4.5	-25.8	nt
D1 agonist	5.4	4.3	4.0	1.6	2.9	35.0*	4.1	2.4
D1 antag	3.2	2.3	4.6	-6.5	8.3	-51.8*	-13.8	-1.0
D2 PAM	2.6	-16.0	5.2	-6.1	0.5	10.1	-4.6	-2.2

(17) O=C(CCCN1C(=O)C(c2ccccc2)Oc2cccnc21)NCc1ccccc1Cl (stereo not given)
(18) CCOC(=O)CNC(=O)CSc1nc(-c2ccccc2)ns1
(19) CCOc1ccc(CCNC(=O)COC(=O)c2ccc(C)s2)cc1OCC
(20) CC(=O)C1=C(O)C(=O)N(CCC(=O)O)C1c1cccc(F)c1 (stereo not given)
(21) COc1ccc(Cl)cc1NC(=O)CSc1nc(-c2ccco2)cc(C(F)(F)F)n1
(22) CCn1c(SCC(=O)Nc2ccccc2C)nnc1-c1ccccc1O
(23) COc1cc(SC)ccc1C(=O)Nc1ccc(Br)cn1
(24) CC1CCCN(C(C(=O)Nc2ccc3c(c2)OCCO3)c2ccccc2)C1 (stereo not given)

Compound	17	18	19	20	21	22	23	24
D2 antagonist	nt	nt	11.3	7.3	nt	6.6	5.8	-23.5
D1 potentiator	-3.9	1.6	9.7	-0.5	-4.3	-1.3	-0.1	-5.9
RXFP1 ag	1.1%	-0.7%	-4.7%	-1.2%	-1.2%	0.7%	1.0%	-0.4%
TRHR enhancer	-0.8	-9.7	-10.6	-5.1	4.8	2.3	-12.2	9.8
D2 agonist	nt	nt	1.6	-0.5	nt	-0.9	0.6	0.9
RXFP1 antag	4.2	-7.0	-2.3	-3.0	-10.9	-7.1	-3.0	-25.4
D1 agonist	3.9	1.5	0.7	0.2	6.8	-0.5	4.4	4.1
D1 antag	2.8	1.9	2.3	-14.1	8.2	-5.3	-11.6	-7.5
D2 PAM	nt	-10.1	-2.1	8.6	-2.7	16.5	8.3	-9.3

(25) Cc1c(Cl)c(C(=O)NNC(=S)Nc2ccc(F)cc2)nn1C
(26) CC(=O)N1CN(S(=O)(=O)c2ccc(C)cc2)CC1C (stereo not given)
(27) CC(C)CN(C(=O)COC(=O)CCCc1c[nH]c2ccccc12)c1c(N)n(Cc2ccccc2)c(=O)[nH]c1=O
(28) COC(=O)c1c(NC(=O)COc2ccc(Cl)cc2)sc(C)c1C
(29) O=C1NC(SCCCF)=N/C1=C/c1ccc(-n2cncn2)cc1
(30) Cc1ccc(Nc2ncnc3sc(C)c(C)c23)cc1
(31) CCOC(=O)c1cc(CC)sc1NC(=O)c1cccc(N2C(=O)CCC2=O)c1
(32) COc1ccc(CNc2ncnc3onc(C)c23)cc1

Compound	25	26	27	28	29	30	31	32
D2 antagonist	-22.1	-2.9	-1.4	nt	1.9	-22.5	-16.4	nt
D1 potentiator	-1.4	0.2	2.6	5.5	-2.5	-2.3	-5.2	-4.2
RXFP1 ag	-0.4%	-1.4%	-0.3%	7.5%	1.2%	-5.5%	2.0%	2.2%
TRHR enhancer	3.4	-3.4	-1.3	0.0	2.1	5.6	4.9	8.9
D2 agonist	0.9	-0.4	0.4	0.1	1.1	-0.4	-0.5	-1.2
RXFP1 antag	-4.9	-15.1	1.3	5.2	8.9	-16.6	-4.2	4.6
D1 agonist	1.2	1.8	3.0	5.5	-0.2	0.7	0.5	21.5
D1 antag	-7.7	3.0	-12.6	-2.7	10.1	1.1	18.3	-13.3
D2 PAM	-1.6	-3.5	9.0	nt	6.8	8.2	8.3	6.1

(33) CC(=O)Nc1ccc(NC(=O)CCCN2C(=O)c3ccccc3C2=O)cc1
(34) O=C(Cn1ccccc1=O)NCc1ccc(F)cc1
(35) O=C(N/N=C/c1cc2c(cc1Br)OCO2)c1c[nH]c2ccccc12
(36) CCOCCOC(=O)C1=C(C)NC2=C(C(=O)CC(c3cccs3)C2)C1c1ccsc1 (stereo not given)
(37) CC(=O)c1ccc(C(=O)N(CCN(C)C)c2nc3c(Cl)cccc3s2)cc1
(38) C/C(CC(=O)Nc1c(C)cc(C)cc1C)=N\NC(=O)OC(C)(C)C
(39) Cc1ccccc1Oc1ncnc2sccc12
(40) CS(=O)(=O)c1ccccc1-c1nnc(NC(=O)c2ccc3c(c2)OCCO3)o1
(41) COc1ccc(-c2noc(CSc3nc4ccccc4c(=O)n3-c3ccc(C)cc3)n2)cc1
(42) CC1(C)C(=O)Nc2ccccc2N1C(=O)COc1ncnc2c(Cl)cc(Cl)cc12

Compound	33	34	35	36	37	38	39	40	41	42
D2 antagonist	7.8	nt	6.5	2.7	nt	-5.5	1.3	nt	-18.1	0.2
D1 potentiator	-8.0	-7.4	2.6	4.1	-2.1	-3.9	-2.5	-0.3	-0.7	13.6
RXFP1 ag	21.1%	-0.1%	1.2%	3.8%	2.5%	5.7%	0.8%	-1.8%	1.2%	-2.0%
TRHR enhancer	2.4	0.7	-10.4	3.1	2.2	-7.1	-6.5	-2.4	33.4*	2.9
D2 agonist	-0.3	nt	0.2	-0.7	nt	0.9	0.6	0.4	0.9	-0.4
RXFP1 antag	7.9	5.0	-13.6	-8.3	-4.7	-9.7	-12.5	1.1	nt	0.0
D1 agonist	-0.3	1.0	-1.8	0.0	3.5	0.6	0.0	1.0	6.2	-0.2
D1 antag	-8.5	-1.8	-6.0	-2.3	18.3	2.9	6.8	-7.1	6.2	-1.3
D2 PAM	12.9	nt	3.2	-0.4	-13.6	6.3	11.7	-9.1	2.3	-27.9

2 compounds picked at random from those above:
(34) O=C(Cn1ccccc1=O)NCc1ccc(F)cc1
(40) CS(=O)(=O)c1ccccc1-c1nnc(NC(=O)c2ccc3c(c2)OCCO3)o1

Compound	34	40
D2 antagonist	nt	nt
D1 potentiator	-7.4	-0.3
RXFP1 ag	-0.1%	-1.8%
TRHR enhancer	0.7	-2.4
D2 agonist	nt	0.4
RXFP1 antag	5.0	1.1
D1 agonist	1.0	1.0
D1 antag	-1.8	-7.1
D2 PAM	nt	-9.1

Single records, from the list above:
`O=C(Cn1ccccc1=O)NCc1ccc(F)cc1` reads D2 antagonist: nt; D1 potentiator: -7.4; RXFP1 ag: -0.1%; TRHR enhancer: 0.7; D2 agonist: nt; RXFP1 antag: 5.0; D1 agonist: 1.0; D1 antag: -1.8; D2 PAM: nt
`O=C(N/N=C/c1cc2c(cc1Br)OCO2)c1c[nH]c2ccccc12` reads D2 antagonist: 6.5; D1 potentiator: 2.6; RXFP1 ag: 1.2%; TRHR enhancer: -10.4; D2 agonist: 0.2; RXFP1 antag: -13.6; D1 agonist: -1.8; D1 antag: -6.0; D2 PAM: 3.2
`CC(=O)Nc1ccc(NC(=O)CCCN2C(=O)c3ccccc3C2=O)cc1` reads D2 antagonist: 7.8; D1 potentiator: -8.0; RXFP1 ag: 21.1%; TRHR enhancer: 2.4; D2 agonist: -0.3; RXFP1 antag: 7.9; D1 agonist: -0.3; D1 antag: -8.5; D2 PAM: 12.9

Single entries from above:
entry 28 – D1 potentiator = 5.5
entry 27 – RXFP1 ag = -0.3%
